Assay outcomes as filed in PubChem.
NFkB SMM: binders of NF-kB p50 subunit, primary screen, biochemical, small molecule microarray, anti-His fluorescence; anti-His fluorescence binding; Nuclear factor NF-kappa-B p105 subunit (Homo sapiens), P19838; 17,000 tested, 1.3% active; AID 624139, 2012; calls only;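 active means spot fluorescence over background significantly raised, with a chance value under 7% in all four replicate spots of the compound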;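 further: probe protein is his-tagged human p50 processed subunit at 1 µg/ml; raw spot fluorescence signals with no normalization applied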
Target sequence (P19838 1-433 limits assumed): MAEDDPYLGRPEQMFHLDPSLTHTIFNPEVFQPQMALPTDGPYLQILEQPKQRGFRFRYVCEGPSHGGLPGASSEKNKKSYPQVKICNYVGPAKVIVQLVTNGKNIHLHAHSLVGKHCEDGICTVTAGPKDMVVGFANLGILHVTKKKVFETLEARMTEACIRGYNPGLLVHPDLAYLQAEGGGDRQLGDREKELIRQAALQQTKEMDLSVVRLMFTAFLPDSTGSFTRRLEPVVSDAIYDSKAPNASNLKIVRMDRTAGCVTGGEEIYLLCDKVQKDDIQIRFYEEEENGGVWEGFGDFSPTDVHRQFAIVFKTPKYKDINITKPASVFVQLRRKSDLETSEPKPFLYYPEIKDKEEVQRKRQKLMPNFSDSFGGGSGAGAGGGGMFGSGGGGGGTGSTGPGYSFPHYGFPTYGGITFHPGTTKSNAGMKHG
Calls only; i = inactive.

SMILES	NFkB SMM
Cc1noc(C)c1NC(=O)Nc1ccc2c(c1)C(=O)N([C@H](C)CO)C[C@@H](C)[C@H](CN(C)S(=O)(=O)c1cccs1)OCCCC[C@@H](C)O2	i
C[C@@H]1CN([C@H](C)CO)C(=O)CCCn2cc(nn2)CO[C@H]1CN(C)S(=O)(=O)c1ccc(-n2cccn2)cc1	i
Cc1noc(C)c1S(=O)(=O)Nc1ccc2c(c1)CC(=O)N([C@H](C)CO)C[C@@H](C)[C@H](CN(C)S(=O)(=O)c1ccccc1)O2	i
C[C@@H]1CN([C@H](C)CO)C(=O)c2cc(N(C)C)ccc2O[C@@H](C)CCCCO[C@H]1CN(C)C(=O)CCC(F)(F)F	i
COc1ccc(S(=O)(=O)N(C)C[C@@H]2Oc3ccc(NC(=O)Nc4ccc5c(c4)OCO5)cc3CC(=O)N([C@H](C)CO)C[C@H]2C)cc1	i
COc1ccc(NC(=O)N(C)C[C@@H]2Oc3c(NS(=O)(=O)c4cccs4)cccc3C(=O)N([C@H](C)CO)C[C@@H]2C)cc1	i
C[C@@H]1CN([C@H](C)CO)C(=O)c2cc(NC(=O)Cc3ccccc3)ccc2O[C@H]1CN(C)C(=O)NC1CCCCC1	i
COc1ccc(S(=O)(=O)N(C(C)=O)c2ccc3oc4c(c3c2)CC(C)CC4)cc1[N+](=O)[O-] (configuration not stated)	i
CC(Oc1ccc2c(=O)c(-c3ccc(Cl)cc3)c(C(F)(F)F)oc2c1)C(=O)O (configuration not stated)	i
COc1ccc(S(=O)(=O)Nc2cccc3c2O[C@@H](CN(C)S(=O)(=O)c2cn(C)cn2)[C@@H](C)CN([C@H](C)CO)C3=O)cc1	i
CC(=O)O[C@@]1(C)C[C@@H](OC(=O)/C=C/c2ccc(O)cc2)[C@@H]2C(C(=O)O)=COC(O[C@@H]3O[C@H](CO)[C@@H](O)[C@H](O)[C@H]3O)[C@@H]21 (some centres not stated)	i
C=C(CO)[C@]1(O)C[C@@]2(C)C(=CC1=O)C=C[C@@H](O)[C@@H]2C	i
Cc1ccc(S(=O)(=O)N(C)C[C@H]2Oc3c(NC(=O)C4CCCCC4)cccc3C(=O)N([C@@H](C)CO)C[C@@H]2C)cc1	i
COc1cccc2c(=O)c(CCC(=O)O)c(C)[nH]c12	i
COc1ccc(C(=O)N(Cc2nc(-c3ccc(C)cc3)no2)C2CCCCC2)cc1OC	i
Cc1cccc(C)c1NC(=O)COc1cc(O)c2c(=O)cc(-c3ccccc3)oc2c1	i
COc1ccc(S(=O)(=O)N(C)C[C@@H]2Oc3ccc(NC(=O)C4CC4)cc3C(=O)N([C@@H](C)CO)C[C@@H]2C)cc1	i
CC(=O)NCCCN(CCCCN(CCCNC(=O)/C=C/c1ccc(O)cc1)C(C)=O)C(=O)/C=C/c1ccc(O)cc1	i
COC(=O)C1=C(C)NC(C)=C(C(=O)OC)C1c1cc(Br)ccc1OCC(N)=O	i
Cc1ccccc1NC(=O)NCCCN1CCN(C)CC1	i
CNC[C@@H]1OCCCC[C@H](C)Oc2ccc(N(C)C)cc2C(=O)N([C@H](C)CO)C[C@@H]1C	i
C[C@H]1CCCCO[C@@H](CN(C)Cc2ccccc2)[C@@H](C)CN([C@@H](C)CO)C(=O)c2cc(NS(=O)(=O)c3ccccc3)ccc2O1	i
Cc1noc(C)c1S(=O)(=O)Nc1ccc2c(c1)CC(=O)N([C@H](C)CO)C[C@H](C)[C@H](CN(C)C(=O)Nc1cccc3ccccc13)O2	i
C[C@H](CO)N1C[C@H](C)[C@H](CN(C)S(=O)(=O)c2cccs2)Oc2ccc(NC(=O)NC3CCCCC3)cc2C1=O	i
C[C@@H]1CN([C@@H](C)CO)C(=O)c2cc(NS(=O)(=O)c3ccccc3)ccc2O[C@@H](C)CCCCO[C@H]1CN(C)Cc1ccccc1	i
COc1cccc(CN2CCN(C(=O)c3cc(-c4ccccn4)nc4ccc(Cl)cc34)CC2)c1	i
CC(C)NC(=O)N(C)C[C@H]1Oc2ccc(N(C)C)cc2CC(=O)N([C@@H](C)CO)C[C@@H]1C	i
COc1ccc(NC(=O)N(C)C[C@@H]2Oc3c(cccc3N(C)C)C(=O)N([C@H](C)CO)C[C@H]2C)cc1	i
Cc1ccc(S(=O)(=O)Nc2ccc3c(c2)CC(=O)N([C@@H](C)CO)C[C@@H](C)[C@@H](CN(C)C(=O)Nc2c(C)noc2C)O3)cc1	i
COC(=O)CCS(=O)(=O)c1ccc(NC(C)=O)cc1	i
C[C@H](CO)N1C[C@H](C)[C@@H](CN(C)Cc2ccc(-c3ccccc3)cc2)Oc2ccc(NS(C)(=O)=O)cc2CC1=O	i
CC1(C)CC[C@]2(C(=O)O[C@@H]3O[C@H](CO[C@@H]4O[C@H](CO[C@@H]5O[C@H](CO)[C@@H](O)[C@H](O)[C@H]5O)[C@@H](O)[C@H](O)[C@H]4O)[C@@H](O)[C@H](O[C@@H]4O[C@H](CO)[C@@H](O)[C@H](O)[C@H]4O)[C@H]3O)CC[C@]3(C)C(=CCC4[C@@]5(C)CC[C@H](O)[C@@](C)(C(=O)O)C5CC[C@]43C)C2C1 (some centres not stated)	i
CNS(=O)(=O)c1ccc(C)cc1	i
C[C@H](CO)N1C[C@H](C)[C@H](CN(C)Cc2ccccc2)Oc2ccc(N(C)C)cc2CC1=O	i
C[C@@H]1CN([C@@H](C)CO)C(=O)Cc2cc(N(C)C)ccc2O[C@H]1CN(C)CC1CCCCC1	i
c1ccc2[nH]c(CCc3nc4ccccc4[nH]3)nc2c1	i
C[C@@H]1CN([C@H](C)CO)C(=O)c2cc(NS(=O)(=O)c3ccccc3)ccc2O[C@@H]1CN(C)S(=O)(=O)c1ccc(F)cc1	i
COc1ccc2cc(S(=O)(=O)NCCCN3CCOCC3)ccc2c1	i
CN1CCN(C(=O)C2=C[C@@H](C3CC3)C[C@@H](OCc3ccc(CO)cc3)O2)CC1	i
COc1ccc(NC(=O)COc2ccccc2OC)cc1OC	i
COc1ccc(C)cc1NC(=O)NCCc1ccc(OC)c(OC)c1	i
O=C(NCCCN1CCCC1=O)Nc1ccc(Cl)cc1	i
CO[C@@H]1CC(OC2CCC3(C)C(CCC45CCC(C6=CC(=O)OC6)C(C)(CCC43)C5=O)C2)O[C@H](C)[C@@H]1O[C@@H]1O[C@H](CO[C@@H]2O[C@H](CO)[C@@H](O)[C@H](O)[C@H]2O)[C@@H](O)[C@H](O)[C@H]1O (some centres not stated)	i
C[C@@H]1CN([C@H](C)CO)C(=O)c2cccc(NC(=O)Nc3ccc(C(F)(F)F)cc3)c2O[C@@H]1CN(C)C(=O)Nc1ccc(F)cc1	i
Cc1noc(C)c1NC(=O)N(C)C[C@@H]1OCCCC[C@@H](C)Oc2ccc(NS(C)(=O)=O)cc2C(=O)N([C@@H](C)CO)C[C@H]1C	i
C[C@H](CO)N1C[C@H](C)[C@H](CN(C)C(=O)Nc2ccc3c(c2)OCO3)Oc2ccc(NS(=O)(=O)c3cccs3)cc2CC1=O	i
C[C@@H]1CN([C@H](C)CO)C(=O)c2cc(NC(=O)C3CC3)ccc2O[C@@H]1CN(C)S(=O)(=O)c1cn(C)cn1	i
OC(COc1ccc2ccccc2c1)Cn1cncn1 (configuration not stated)	i
CCO[C@H]1OC(C(=O)NC2CC2)=C[C@@H](C2CC2)[C@@H]1CCCO	i
C[C@@H]1CCCCO[C@@H](CN(C)C(=O)c2ccncc2)[C@H](C)CN([C@@H](C)CO)C(=O)c2cc(NC(=O)Cc3ccccc3)ccc2O1	i

(further entries)
SMILES	NFkB SMM
C[C@@H]1CN([C@@H](C)CO)C(=O)c2cc(NC(=O)NC3CCCCC3)ccc2O[C@H]1CN(C)S(=O)(=O)c1cccs1	i
O=S(=O)(c1ccc(Cl)cc1)N1CCN(CC(O)COc2ccc3ccccc3c2)CC1 (configuration not stated)	i
COc1ccc(-c2cnc3c(c2)C(=O)N([C@H](C)CO)C[C@H](C)[C@H](CN(C)C(=O)NC2CCCC2)O3)cc1	i
Cc1noc(C)c1NC(=O)N(C)C[C@H]1OCCCC[C@@H](C)Oc2ccc(NS(C)(=O)=O)cc2C(=O)N([C@H](C)CO)C[C@H]1C	i
C=C1C(NC)CCC23CC24CCC2(C)C(C(C)N(C)C(C)=O)C(O)CC2(C)C4CCC13 (configuration not stated)	i
O=C(CSc1nc2c(c(-c3ccccc3)n1)CCCCC2)N1N=CCC1c1ccccc1 (configuration not stated)	i
C=CC[C@@]12N=C(c3ccc(OCCCO)cc3)O[C@@H]1c1ccccc1CN(Cc1ccccc1)C2=O	i
C=C1C(=O)O[C@@H]2C[C@H](C)[C@@]3(O)C[C@H](O)[C@@](C)(C[C@@H](OC(=O)C(C)C)[C@@H]12)O3	i
C[C@H]1CN([C@@H](C)CO)C(=O)Cc2cc(NS(=O)(=O)c3cccs3)ccc2O[C@@H]1CN(C)CC1CC1	i
CCn1c2ccccc2c2cc(NC(=O)CN(C)S(=O)(=O)c3ccccc3)ccc21	i
C[C@@H]1CN([C@@H](C)CO)C(=O)Cc2cc(NC(=O)Cc3ccccc3)ccc2O[C@@H]1CN(C)Cc1ccc(C(=O)O)cc1	i
C[C@@H]1CCCCO[C@H](CN(C)C(=O)Nc2ccccc2)[C@H](C)CN([C@H](C)CO)C(=O)c2cc(NC(=O)CCC(F)(F)F)ccc2O1	i
Cc1noc(C)c1NC(=O)Nc1ccc2c(c1)CC(=O)N([C@@H](C)CO)C[C@H](C)[C@H](CN(C)Cc1ccncc1)O2	i
CC(C)NC(=O)N(C)C[C@@H]1OCCCC[C@@H](C)Oc2ccc(NC(=O)Nc3ccc4c(c3)OCO4)cc2C(=O)N([C@@H](C)CO)C[C@H]1C	i
CCCNC(=O)[C@@H]1c2ccccc2C(=O)N(Cc2ccccc2OC)[C@H]1c1ccc(CO)cc1	i
CC(C)(C)OC(=O)CC[C@@]12N=C(c3ccc(OCCCO)cc3)O[C@@H]1c1ccccc1N(CCS(=O)(=O)c1ccccc1)C2=O	i
C[C@H](CO)N1C[C@H](C)[C@H](CN(C)C(=O)CCCN(C)C)OCc2cn(nn2)CCCC1=O	i
C[C@@H]1CCCCO[C@@H](CN(C)Cc2ccccc2)[C@@H](C)CN([C@H](C)CO)C(=O)c2cc(N(C)C)ccc2O1	i
COc1cccc(-c2nc(SCC(=O)Nc3cccc(C(F)(F)F)c3)[nH]c(=O)c2C#N)c1	i
C[C@@H]1CN([C@H](C)CO)C(=O)c2cc(NC(=O)c3ccncc3)ccc2O[C@@H](C)CCCCO[C@@H]1CN(C)C(=O)Cc1ccccc1	i
NC(=O)[C@@H]1[C@H]2C(=O)O[C@H](c3ccccc3)[C@H](c3ccccc3)N2[C@H](c2ccc(OCCO)cc2)[C@@]12C(=O)Nc1ccc(C#CC3(O)CCCCCC3)cc12	i
Cc1noc(C)c1S(=O)(=O)Nc1ccc2c(c1)CC(=O)N([C@@H](C)CO)C[C@@H](C)[C@H](CN(C)C)O2	i
Nc1nc(Cl)nc2c1ncn2C1C[C@@H](O)C(CO)O1 (some centres not stated)	i
Cc1noc(C)c1NC(=O)Nc1cccc2c1O[C@H](CN(C)Cc1ccc(Cl)c(Cl)c1)[C@H](C)CN([C@H](C)CO)C2=O	i
C[C@@H]1CN([C@H](C)CO)C(=O)c2cccc(NS(=O)(=O)c3cccs3)c2O[C@H]1CN(C)C(=O)Nc1ccc(C(F)(F)F)cc1	i
CNC[C@H]1OCCCC[C@@H](C)Oc2ccc(NC(=O)C3CCCCC3)cc2C(=O)N([C@H](C)CO)C[C@@H]1C	i
Cc1ccccc1-c1nnc(SCC(=O)Nc2ccc(Br)c(C)c2C)n1C	i
CC(C)NC(=O)Nc1ccc2c(c1)C(=O)N([C@H](C)CO)C[C@H](C)[C@@H](CN(C)C(=O)c1ccccc1)OCCCC[C@H](C)O2	i
Cc1onc(-c2c(F)cccc2Cl)c1C(=O)Nc1cccc(Cn2cccn2)c1	i
CC(=O)Nc1ccccc1NS(=O)(=O)c1ccccc1[N+](=O)[O-]	i
CC(C)(O)CCCC(C)(O)c1ccc(C(=O)O)cc1O (configuration not stated)	i
CN(C)c1nc(NC(C)(C)C)nc(SCC(=O)Nc2ccccc2)n1	i
COc1ccc(NC(=O)N(C)C[C@H]2Oc3c(NS(=O)(=O)c4cccs4)cccc3C(=O)N([C@@H](C)CO)C[C@H]2C)cc1	i
C[C@@H]1CN([C@H](C)CO)C(=O)c2cccc(NC(=O)c3ccc(-c4nccs4)cc3)c2O[C@H]1CN(C)C(=O)Nc1ccccc1	i
Cc1noc(C)c1NC(=O)Nc1ccc2c(c1)CC(=O)N([C@H](C)CO)C[C@H](C)[C@@H](CN(C)C(=O)Nc1cccc3ccccc13)O2	i

Entries listed so far with two or more sulfur atoms (eleven):
SMILES	NFkB SMM
Cc1noc(C)c1NC(=O)Nc1ccc2c(c1)C(=O)N([C@H](C)CO)C[C@@H](C)[C@H](CN(C)S(=O)(=O)c1cccs1)OCCCC[C@@H](C)O2	i
Cc1noc(C)c1S(=O)(=O)Nc1ccc2c(c1)CC(=O)N([C@H](C)CO)C[C@@H](C)[C@H](CN(C)S(=O)(=O)c1ccccc1)O2	i
COc1ccc(NC(=O)N(C)C[C@@H]2Oc3c(NS(=O)(=O)c4cccs4)cccc3C(=O)N([C@H](C)CO)C[C@@H]2C)cc1	i
COc1ccc(S(=O)(=O)Nc2cccc3c2O[C@@H](CN(C)S(=O)(=O)c2cn(C)cn2)[C@@H](C)CN([C@H](C)CO)C3=O)cc1	i
C[C@H](CO)N1C[C@H](C)[C@H](CN(C)S(=O)(=O)c2cccs2)Oc2ccc(NC(=O)NC3CCCCC3)cc2C1=O	i
C[C@@H]1CN([C@H](C)CO)C(=O)c2cc(NS(=O)(=O)c3ccccc3)ccc2O[C@@H]1CN(C)S(=O)(=O)c1ccc(F)cc1	i
C[C@H](CO)N1C[C@H](C)[C@H](CN(C)C(=O)Nc2ccc3c(c2)OCO3)Oc2ccc(NS(=O)(=O)c3cccs3)cc2CC1=O	i
C[C@@H]1CN([C@@H](C)CO)C(=O)c2cc(NC(=O)NC3CCCCC3)ccc2O[C@H]1CN(C)S(=O)(=O)c1cccs1	i
C[C@H]1CN([C@@H](C)CO)C(=O)Cc2cc(NS(=O)(=O)c3cccs3)ccc2O[C@@H]1CN(C)CC1CC1	i
C[C@@H]1CN([C@H](C)CO)C(=O)c2cccc(NS(=O)(=O)c3cccs3)c2O[C@H]1CN(C)C(=O)Nc1ccc(C(F)(F)F)cc1	i
COc1ccc(NC(=O)N(C)C[C@H]2Oc3c(NS(=O)(=O)c4cccs4)cccc3C(=O)N([C@@H](C)CO)C[C@H]2C)cc1	i

These rows are one share of the data. The share of hits here may be higher or lower than overall.
